Screening results: PubChem BioAssay, ICCB-Longwood Screening Facility, Harvard Medical School
PV pol inh: poliovirus RdRp elongation inhibitors, primary screen, biochemical, fluorescence polarization, total intensity; Genome polyprotein (Poliovirus type 1 (strain Mahoney)), P03300; % elongation, % (compound at 16.7 µg/mL); 150,000 tested, 0.66% active; poliovirus polymerase elongation; hits give low values; in the data active = % elongation below about 90%; note: some results filed as inactive read as strong as hits
Target sequence (P03300 1749-2209 limits assumed): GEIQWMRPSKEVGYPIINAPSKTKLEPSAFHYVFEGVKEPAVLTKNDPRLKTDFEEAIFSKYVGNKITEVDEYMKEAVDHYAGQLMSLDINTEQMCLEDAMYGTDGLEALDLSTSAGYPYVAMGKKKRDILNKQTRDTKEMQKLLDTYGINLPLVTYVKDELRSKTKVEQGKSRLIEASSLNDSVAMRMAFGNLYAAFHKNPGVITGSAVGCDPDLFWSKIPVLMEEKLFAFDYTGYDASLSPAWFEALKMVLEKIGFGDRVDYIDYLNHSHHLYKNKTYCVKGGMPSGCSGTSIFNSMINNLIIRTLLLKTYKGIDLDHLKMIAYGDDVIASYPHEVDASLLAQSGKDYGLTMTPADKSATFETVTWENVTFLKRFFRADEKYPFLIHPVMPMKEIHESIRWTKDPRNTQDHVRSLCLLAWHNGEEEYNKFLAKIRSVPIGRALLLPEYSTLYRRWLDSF
PV pol inh FP z-score: also measured in PV pol inh; calls as there; z-score; measured here: FP z-score; hits read low
Numbers without * were called inactive. An excerpt. The share of hits here may be higher or lower than overall.

SMILES	PV pol inh	PV pol inh FP z-score
O=C(COC(=O)c1c(F)cccc1F)c1cccc(Cl)c1	102	0.1
CN1c2ccc(Cl)cc2-c2nc(SCC(=O)Nc3cc(F)ccc3F)ncc2S1(=O)=O	102	-0.3
CC(C(=O)NCC1(c2ccccc2)CCOCC1)N1CCCCC1 (stereo not given)	103	0.3
CCc1ccc(C(=O)CSc2nnc(CN3CCCC3)n2Cc2ccccc2)s1	103	0
CCCCNC(=O)C1OCCc2ccccc21 (stereo not given)	100	0
COc1ccccc1NC(=O)Cn1nnc(C(=O)NCc2cccs2)c1N	109	0
Cc1ccc2c(=O)cc(C(=O)Nc3c(C(=O)Nc4cccc(Cl)c4)oc4ccccc34)oc2c1	106	-0.2
O=C(Cn1ncc2c3ccccc3n(Cc3ccc(F)cc3)c2c1=O)NCCC1=CCCCC1	110	0.2
CC1CCCN(c2nnc(NC(=O)NCc3ccccc3)s2)C1 (stereo not given)	102	0.5
CCN(CC)C(=O)Nc1ccc(OC)cc1	100	-0.5
COc1ccc(OCC(O)CNC(=O)c2ccccc2C(=O)O)cc1 (stereo not given)	100	-0.4
COc1ccc(N2C(=O)NC(NS(=O)(=O)c3ccc(NC(C)=O)cc3)(C(F)(F)F)C2=O)cc1 (stereo not given)	102	-0.8
COc1cc2[nH]c(=S)nc(NCc3cccnc3)c2cc1OC	102	0.6
CC(=O)c1ccc(NC(=O)c2ccc(-c3ccc(Cl)cc3)o2)cc1	102	-0.1
COc1ccc(C(=O)N/C(=C\c2ccccc2)C(=O)NCc2ccco2)cc1	98	-0.4
Cc1ccc(NC(=O)CN(C)S(=O)(=O)c2cnc[nH]2)cc1	107	0.1
Cc1nn(Cc2ccc(Cl)cc2)c(C)c1S(=O)(=O)N(C)C	100	-0.5
Nc1ccc(Cc2nc3ccccc3[nH]2)cc1	104	0.7
COc1ccc(-c2cc(C)no2)cc1S(=O)(=O)NCc1ccco1	98	-2
CC(C)(C)C(N)=O	110	0.9
O=C(NN1CCOCC1)c1cccc(COc2cccc(Br)c2)c1	102	0
c1nc(SCc2ccon2)c2c3c(sc2n1)CCC3	104	0.2
Fc1ccc(CSc2nnc(SCc3ccccc3)s2)cc1	103	-0.2
O=C(Nc1ccc2[nH]ccc2c1)c1ccc(F)cc1	108	0.5
O=C(NCCCN1CCCC1)c1csc2c1CCCC2	104	1.2
CCNc1nc(-c2ccc(Br)cc2)cs1	100	-0.1
c1cnc2nc(-c3ccc4c(c3)OCCO4)cn2c1	101	-0.4
Cc1noc(C)c1CSCC(=O)OCc1nnc(-c2ccccc2Br)o1	103	0.1
c1ccn(-c2ccc(N3CCOCC3)cc2)c1	101	0
COc1ccccc1N1CCN(C(=O)Cn2c(=O)n3nc(-c4cccc(F)c4)nc3c3ccccc32)CC1	100	-1.2
Brc1cc2c(cc1CSc1nc3ncccc3[nH]1)OCO2	103	0.3
CCN(C(=O)Cn1nnc2sc3c(c2c1=O)CCC(C(C)(C)C)C3)c1cccc(C)c1 (stereo not given)	110	0.5
CC(C(=O)NC1CCCc2ccccc21)N1CCN(c2ccc(F)cc2)CC1 (stereo not given)	100	-0.5
O=C(CC12CC3CC(CC(Br)(C3)C1)C2)NCC1CCCO1 (stereo not given)	101	-0.4
CCSc1nnc2n(-c3ccccc3)c3ccccc3n12	101	-0.7
CCc1ccc2c(CN3CC(C)OC(C)C3)cc(=O)oc2c1 (stereo not given)	101	-0.4
CCOc1ccccc1C(=O)NCc1nc2cccnc2n1Cc1ccc(C)cc1	109	0.3
N#Cc1ccc(OCC(=O)NCCCc2ccccc2)cc1	102	0
Cc1nn(Cc2ccccc2Cl)c(Cl)c1C(=O)OC1CCOC1=O (stereo not given)	104	0.4
CCN1C(=O)N/C(=C/c2ccc(Sc3ccc(C)cc3)o2)C1=O	97	-1.6
Cc1nn(-c2ccccc2)nc1CNC(=O)c1cc(F)cc2c1OCOC2	103	0.2
CN1CCN(C(=O)c2ccc(C3SCC(=O)N3Cc3ccco3)cc2)CC1 (stereo not given)	101	0.1
CCOCCOC(=O)c1ccc(NC(=O)/C=C/c2ccc(OC)c(OC)c2)cc1	101	-0.3
COc1ccccc1N(C(=O)CN1C(=O)C2C3C=CC(C3)C2C1=O)C1=NCCCS1 (stereo not given)	103	0
COc1ccc2c(c1)C1C=CCC1C(c1cc3c(cc1Br)OCO3)N2 (stereo not given)	106	0.3
COc1cccc(-c2noc(-c3cc(C(C)C)[nH]n3)n2)c1OC	101	-1.1
C=C1c2cc(CC)ccc2NC(=O)N1c1ccccc1	102	0
COc1ccccc1C1CC(C(F)(F)F)n2ncc(C(=O)O)c2N1 (stereo not given)	100	-0.4
COc1ccc(-c2cc(C(=O)Nc3c(Cl)cccc3Cl)no2)cc1OC	106	0.5
COc1cc2c(cc1OC)C(C(=O)N1CCCCCC1)C1c3ccccc3CCN1C2=O (stereo not given)	98	-0.7
O=C(/C=C/c1ccccc1)OCC1COc2ccccc2O1 (stereo not given)	104	0.3
COc1ccc2c(c1)n1nnnc1c1nnnn21	103	0.8
O=C(O)/C=C/C(=O)NC1CCCCC1NC(=O)/C=C/C(=O)O (stereo not given)	102	0.7
CC(C)(C)c1cc(C(=O)NCc2ccc(C#N)cc2)n(Cc2ccccc2)n1	99	-0.8
N#Cc1nc(-c2ccccc2)cc(-c2ccccc2)n1	99	-0.1
CC12C=CC(=O)C1(C)C(=O)C=C2 (stereo not given)	100	-0.4
COc1ccc2[nH]c3c(c2c1)CCNC3C1CC=C(C)CC1 (stereo not given)	103	0.4
O=C(NCc1nc2ccccc2n1Cc1ccccc1)c1ccco1	102	0.6
Cc1nc2c(c(C)nn2C)c(C)c1CCC(=O)N1CCC(C)CC1	99	-1.9
CCOc1cc(/C=N/NC(=O)c2ccc(CSc3nncn3C)cc2)ccc1OCC(=O)N1CCOCC1	103	0.1

Record cards, from the list above. Order of screens: PV pol inh, PV pol inh FP z-score
O=C(NCc1nc2ccccc2n1Cc1ccccc1)c1ccco1 as listed: 102, 0.6
CC12C=CC(=O)C1(C)C(=O)C=C2 (stereo not given) as listed: 100, -0.4

(list continues)
SMILES	PV pol inh	PV pol inh FP z-score
CCOC(=O)c1c(C)oc2c1c1c(c3ccccc32)OCN(C2CCCC2)C1	101	-0.1
CCc1ccc(-c2cc(C)no2)cc1S(=O)(=O)N1CCN(c2ccccc2OC)CC1	104	1.7
Cn1c(=O)oc2cc(S(=O)(=O)NC(CC(=O)O)c3cccc(Br)c3)ccc21 (stereo not given)	105	-0.6
O=C(CSCc1c[nH]c2ccccc12)Nc1ccc2ccccc2c1	102	-0.2
CCNc1nc(NCC)nc(C(N)=O)n1	100	-0.1
c1ccc(C2=NC3(CCCC3)N=C2c2ccccc2)cc1	102	0.2
COc1ccc(N=Cc2ccccc2F)cc1	101	-0.1
NNC(=O)Cc1nn2c(C3CCCCC3)nnc2s1	99	-0.5
Cn1cc(S(=O)(=O)N2CCCCC2)cc1C(=O)NCc1ccc(Cl)cc1	103	-0.7
Cc1cccc(NC(=O)c2sc(-n3nc(C)c(CCC(C)C)c3C)nc2C)c1	107	0.4
Cc1csc(=Nc2ccccc2)n1C1CCCC1	107	0.4
COc1ccc(OC)c(NC(=O)C2C3C=CC(C3)C2C(=O)NCc2cccnc2)c1 (stereo not given)	102	0.2
Cc1ccc(N(C(=O)c2cccc(F)c2)C2C=CS(=O)(=O)C2)cc1 (stereo not given)	100	-0.1
NS(=O)(=O)c1ccc(CCNC(=O)c2ccccc2C(F)(F)F)cc1	103	0.9
O=C(c1ccc2ccccc2n1)N1CCOCC1	101	0
CC(=O)Nc1cccc(-c2nnc3n2CC(C)S3)c1 (stereo not given)	100	-0.8
O=C(CC(c1ccccc1)c1ccccc1)Nc1ncn[nH]1	108	1.1
CC(C)NC(=S)Nc1ccccn1	105	0.1
OC(c1cccc(OCc2ccccc2)c1)c1nnc(-c2ccccc2)o1 (stereo not given)	99	-0.6
CCOC(=O)c1c(C)oc2ncnc(N3CCOCC3)c12	102	0
CC(C)(C)OC(=O)N1CCC(c2nnc(SCc3cccc(Cl)c3)o2)CC1	102	-0.8
CCC/C=C/C(=O)Nc1ccc(C)cc1	104	0.2
Cc1ccc(Cl)cc1N1CCN(C(=O)c2ccc3c(c2)CCN3S(=O)(=O)c2ccccc2)CC1	112	1.6
Cn1c(NC(=O)c2cc(F)c(F)cc2Cl)nc2ccccc21	99	-0.2
O=C(O)/C=C/c1ccc(N2C(=O)CC(Cc3ccccc3)C2=O)cc1 (stereo not given)	104	0.8
Cc1nc(COC(=O)c2c(C)nn(-c3ccccc3)c2C)cs1	97	-1
CCc1ccc(CN(C)C(=O)c2ccc3c(c2)OCO3)cc1	103	0
COc1ccc(CNc2nc(-c3ccc(Cl)cc3)nn2C(=O)c2ccccc2)cc1	103	-0.3
CCn1nc(C)c2c(-c3ccccc3)cc(=O)n(C(C)C(=O)NCCc3ccc(Cl)cc3)c21 (stereo not given)	104	-0.4
CC1=NN(c2ccc(N)cc2)C(=O)C1	101	-0.3
Cc1nc(-c2cccc(NS(=O)(=O)c3cccs3)c2)cs1	105	0.4
CCCCN(CC)CCNC(=O)c1cn(C)c(=O)c2c1c1ccccc1n2C	110	1
COc1ccc(C2(NC(=O)c3ccc(Cn4cc(Cl)cn4)o3)CCCCC2)cc1	104	0.4
CCC(=O)c1ccccc1OCCCn1cnc2ccccc2c1=O	102	0.1
Clc1ncnc2ccsc12	97	-0.7
CCCSc1nnc2c3ccccc3n(Cc3ccccc3)c2n1	108	0.5
CCN(CC)c1ccc(NC(=O)Cn2nc3c(cc2=O)CCCC3)c(C)c1	106	-0.3
O=C(NC1CCN(C(=S)NCc2ccco2)CC1)NC12CC3CC(CC(C3)C1)C2	101	-0.4
CC(C)CN(C(=O)CN1CCC(C)CC1)c1c(N)n(CC(C)C)c(=O)[nH]c1=O	105	0.2
Cc1cc2c(cc1C)C(C)CC(C)(C)N2 (stereo not given)	102	0
O=C1OCCN/C1=C/C(=O)c1ccccc1	103	-0.1
CCOC(=O)c1ccc(NC(=O)c2oc3c(c2C)-c2nn(Cc4ccccc4Cl)cc2CC3)cc1	100	-1.2
CC(C)CS(=O)(=O)c1oc(-c2cccs2)nc1S(=O)(=O)c1ccccc1	101	0
CCc1ccc(OCC(=O)NCC(c2ccc(Cl)cc2)N2CCOCC2)cc1 (stereo not given)	99	-0.4
CCOc1ccccc1NC(=O)Cn1c(=O)n(-c2ccc(F)cc2)c(=O)c2sc3ccccc3c21	104	-0.1
CC(C)COc1ccc2c3c(c(=O)oc2c1)CCCC3	102	0.1
O=C(C(c1ccccc1)c1ccccc1)N1CCc2ccccc21	109	0.6
CNC(=S)NCc1sc2ccccc2c1C	103	-0.1
Cc1cc(C)cc(C(=O)NN2CCOCC2)c1	100	0.1
CCc1nn(CC(=O)NCCCN2CCC(Cc3ccccc3)CC2)c(=O)c2cc3sccc3n12	100	-0.7
CN(C)C(=S)NCc1ccccc1	96	-0.6
O=C(CCCCCn1c(=O)[nH]c2ccccc2c1=O)N1CCN(c2cccc(C(F)(F)F)c2)CC1	106	0.1
Cc1nc(-c2noc(C(=O)NN)n2)cs1	103	0.3
Cc1nn(-c2ccccc2)c(C)c1C(=O)N1CCCc2ccccc21	106	0.8
O=C(O)CSCc1nc(-c2cnc3n(c2=O)CCS3)no1	102	0.2
CC(C)OC(=O)CSc1nnc(-c2ccc(Cl)cc2Cl)o1	102	0
Cc1ccc2nc3c(cc(C(=O)NC4CCCC4)c(=N)n3C(C)C)c(=O)n2c1	96	-2.9
COc1ccc(Br)cc1CNC(=O)c1cnc2sc(N3CCC(C)CC3)nn2c1=O	104	-0.5
Cn1c(NN)nc2sc3c(c2c1=O)CCCC3	103	0.3
CCc1ccccc1NC(=O)[C@H](Cc1ccccc1)N1Cc2ccccc2C1=O	111	1.8

Next section:
SMILES	PV pol inh	PV pol inh FP z-score
COc1ccc(OCC(O)CNC(=O)c2ccc(OC(F)(F)F)cc2)cc1 (stereo not given)	105	0.5
C/C(=N\OC(=O)c1ccc(C(F)(F)F)cc1)c1ccc[nH]1	102	0.1
CCn1c(CSc2nc3ccccc3s2)nnc1SC(C)C(=O)Nc1ccc(N(C)C)cc1 (stereo not given)	100	-0.4
CCc1ccc(N2CCN(S(=O)(=O)c3ccccc3)CC2)cc1	100	-1
O=C(NCc1ccco1)c1csc2c1CCCC2	102	0.2
CCCOC(=O)c1c(NC(=O)c2cc3ccccc3c(=O)o2)sc2c1CCC(C)C2 (stereo not given)	103	-0.5

Arranged by formula weight (low to high): 21 of the compounds above.
SMILES	PV pol inh	PV pol inh FP z-score
CN(C)C(=S)NCc1ccccc1	96	-0.6
Cc1nc(-c2noc(C(=O)NN)n2)cs1	103	0.3
Cc1cc(C)cc(C(=O)NN2CCOCC2)c1	100	0.1
CNC(=S)NCc1sc2ccccc2c1C	103	-0.1
O=C(NCc1ccco1)c1csc2c1CCCC2	102	0.2
CC(C)COc1ccc2c3c(c(=O)oc2c1)CCCC3	102	0.1
C/C(=N\OC(=O)c1ccc(C(F)(F)F)cc1)c1ccc[nH]1	102	0.1
O=C(C(c1ccccc1)c1ccccc1)N1CCc2ccccc21	109	0.6
O=C(O)CSCc1nc(-c2cnc3n(c2=O)CCS3)no1	102	0.2
CCc1ccc(N2CCN(S(=O)(=O)c3ccccc3)CC2)cc1	100	-1
Cc1nn(-c2ccccc2)c(C)c1C(=O)N1CCCc2ccccc21	106	0.8
CC(C)OC(=O)CSc1nnc(-c2ccc(Cl)cc2Cl)o1	102	0
Cc1ccc2nc3c(cc(C(=O)NC4CCCC4)c(=N)n3C(C)C)c(=O)n2c1	96	-2.9
CCc1ccccc1NC(=O)[C@H](Cc1ccccc1)N1Cc2ccccc2C1=O	111	1.8
CCc1ccc(OCC(=O)NCC(c2ccc(Cl)cc2)N2CCOCC2)cc1 (stereo not given)	99	-0.4
CC(C)CS(=O)(=O)c1oc(-c2cccs2)nc1S(=O)(=O)c1ccccc1	101	0
CCCOC(=O)c1c(NC(=O)c2cc3ccccc3c(=O)o2)sc2c1CCC(C)C2 (stereo not given)	103	-0.5
O=C(CCCCCn1c(=O)[nH]c2ccccc2c1=O)N1CCN(c2cccc(C(F)(F)F)c2)CC1	106	0.1
CCOc1ccccc1NC(=O)Cn1c(=O)n(-c2ccc(F)cc2)c(=O)c2sc3ccccc3c21	104	-0.1
CCc1nn(CC(=O)NCCCN2CCC(Cc3ccccc3)CC2)c(=O)c2cc3sccc3n12	100	-0.7
CCn1c(CSc2nc3ccccc3s2)nnc1SC(C)C(=O)Nc1ccc(N(C)C)cc1 (stereo not given)	100	-0.4
